Screening data (PubChem)
CHOP inh – inhibitors of CHOP promoter induction, primary screen, cell-based, unfolded protein response, luciferase reporter; inhibition, % at 10 µM; AID 2732, 2010; CHO-K1 CHOP-promoter luciferase, tunicamycin-induced, 15-18 h; 3.8% of 220,000 active;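 active = compounds that reduced the stress-induced luciferase reporter signal by more than about 70% of percent inhibition, limit read from the data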;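 also: 0% = tunicamycin plus vehicle and 100% = wells without tunicamycin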
TRPML3 agonist – human TRPML3 channel agonists, primary screen, cell-based, HEK293 TRPML3-YFP, Fluo-8 calcium fluorescence, 3 µM. AID 1448, 2008. 0.29% of 220,000 active. activation, % at 3 µM. Mucolipin-3 (Homo sapiens), Q8TDD5. 100% = the carbachol control signal;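 active = activation above its plate's cutoff, the mean activation of the plate's test wells plus 3 SD, cut at about 12% in these data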;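 also: 0% = DMSO only wells and 100% = carbachol wells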
Target sequence (Q8TDD5 whole entry, looked up): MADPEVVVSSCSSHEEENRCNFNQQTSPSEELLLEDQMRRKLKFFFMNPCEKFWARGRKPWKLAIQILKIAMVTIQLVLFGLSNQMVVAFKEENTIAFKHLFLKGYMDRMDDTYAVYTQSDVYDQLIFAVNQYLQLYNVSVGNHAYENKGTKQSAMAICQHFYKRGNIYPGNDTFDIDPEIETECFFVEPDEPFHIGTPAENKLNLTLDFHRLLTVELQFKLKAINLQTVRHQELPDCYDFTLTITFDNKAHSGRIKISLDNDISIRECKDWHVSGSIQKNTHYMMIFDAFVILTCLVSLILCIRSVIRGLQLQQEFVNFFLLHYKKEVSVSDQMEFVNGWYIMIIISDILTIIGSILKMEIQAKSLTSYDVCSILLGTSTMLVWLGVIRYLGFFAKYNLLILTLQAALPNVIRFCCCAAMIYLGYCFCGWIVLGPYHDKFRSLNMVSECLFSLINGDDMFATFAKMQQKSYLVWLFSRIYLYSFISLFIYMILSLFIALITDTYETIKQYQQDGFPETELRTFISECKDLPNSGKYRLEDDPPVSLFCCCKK
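Material: HEK293 cells stably carrying human TRPML3-YFP; compound dosing: single dose, 3 µM final nominal compound, 0.3% DMSO final; incubation: 1-h 37 °C dye load, 5-s basal, 120-s post-compound reads; technique: Fluo-8 intracellular calcium fluorescence, excitation 470-495 nm, emission 515-575 nm; read-out basis: percent activation from peak-to-basal fluorescence ratio, scaled between DMSO and carbachol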
14-3-3 Bad PPI – inhibitors of 14-3-3 zeta/Bad binding, primary screen, biochemical, TR-FRET, bovine 14-3-3 zeta. 14-3-3 protein zeta/delta (Bos taurus), P63103. inhibition, % at 21.7 µM. TR-FRET 14-3-3zeta/Dy647-pBad peptide displacement, 1 h. 0.71% of 220,000 active;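 active = inhibition above about 70%, limit read from the data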;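 also: 0% = full 14-3-3 plus peptide FRET controls and 100% = background without 14-3-3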
PPC-1+TRAIL kill – compounds killing PPC-1 cancer cells with TRAIL present, primary screen, TRAIL potentiator project, ATPLite luminescence, uHTS. PPC-1 cells + TRAIL, ATPLite viability luminescence. cell killing (% activity), % at 4 µM. 0.41% of 220,000 active. AID 1443, 2008;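 active = cell killing above 50% in the first pass at 4 µM, then a duplicate retest at 5 µM averaging 50% or more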;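 also: plate controls were cells with TRAIL plus DMSO for no effect and medium-only wells lacking cells for full effect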
TRPN1 ag – zebrafish TRPN1 channel agonists, primary screen, cell-based, HEK293, calcium fluorescence. activation, % at 3 µM. transient receptor potential cation channel N1 (TRPN1/NompC), Danio rerio. 0.18% of 220,000 active. HEK293 zebrafish TRPN1-YFP, Fluo-8 calcium fluorescence; 100% = response to 87 µM carbachol. AID 1424, 2008;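 active = activation above its plate's cutoff, the mean activation of test wells on that plate plus 3 SD, cut at about 19% in these data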;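 also: 0% = DMSO alone and 100% = 87 µM carbachol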
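Assay system: Zebrafish TRPN1-YFP in HEK293 cells | Incubation: Dye loading 1 h at 37 °C, then 30 min room temperature | Measured by: Kinetic Fluo-8 fluorescence, ex 470-495, em 515-575 nm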
NPY1 pot ag – NPY-Y1 receptor potentiators or agonists, primary screen, cell-based; Neuropeptide Y receptor type 1 (Homo sapiens), P25929; AID 1304, 2008; NPY-Y1 expressing cells, potentiator/agonist activation; activation, % at 3.6 µM; 0.37% of 220,000 active; in the data active = activation above about 33%, passing the limit was not always enough;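 also: cells stimulated with NPY at EC10 then isoproterenol at EC100; 0% = low agonist plus stimulus and 100% = saturating agonist plus stimulus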
Target sequence (P25929 whole entry, looked up): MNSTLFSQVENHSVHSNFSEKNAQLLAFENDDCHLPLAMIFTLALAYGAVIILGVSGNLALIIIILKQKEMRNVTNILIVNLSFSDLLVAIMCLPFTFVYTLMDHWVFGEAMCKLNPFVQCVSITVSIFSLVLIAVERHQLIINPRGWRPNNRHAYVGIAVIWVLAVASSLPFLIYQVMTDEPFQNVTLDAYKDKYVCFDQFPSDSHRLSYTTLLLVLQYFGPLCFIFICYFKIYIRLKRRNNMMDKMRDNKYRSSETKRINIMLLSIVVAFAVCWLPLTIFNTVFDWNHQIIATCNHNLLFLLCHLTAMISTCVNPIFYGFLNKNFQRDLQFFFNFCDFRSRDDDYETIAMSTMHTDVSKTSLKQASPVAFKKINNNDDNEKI
PGE2 EP2 inh – human EP2 receptor antagonists, primary screen, TR-FRET cAMP, C6 glioma cells; C6 glioma cells expressing human EP2; cells stimulated with saturating PGE2; inhibition, % at 25 µM; Prostaglandin E2 receptor EP2 subtype (Homo sapiens), P43116; 0.52% of 260,000 active;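 active = percent inhibition above 40 after rounding to a whole number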;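 also: rat C6 glioma host cells with rolipram phosphodiesterase inhibitor present; the protocol text gives 20 µM as final concentration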
EP2 modulator – EP2 receptor modulators, cAMP readout, primary screen, cell-based, HTRF cAMP, PGE2 stimulation; Prostaglandin E2 receptor EP2 subtype (Homo sapiens), P43116; EP2-expressing cells, cAMP HTRF FRET, PGE2 co-stimulation; induction, % at 25 µM; 0.83% of 260,000 active;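 active = compounds whose cAMP rise, as percent of the full-agonist control response, exceeds 60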;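 also: rat C6 glioma line stably carrying human EP2 under a CMV promoter; the protocol text gives 20 µM as final concentration; 100% = response of wells given 1 µM PGE2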
NPY Y1 blocker – NPY-Y1 receptor antagonists, primary screen, cell-based | HEK293-CNG Y1 cells, membrane potential fluorescence; NPY at EC95, then isoproterenol | inhibition, % at 3.6 µM | 1% of 200,000 active;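 active = inhibition above the campaign mean inhibition of all tested compounds plus 3 SD, cut at about 20% in these data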;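 also: 0% = DMSO wells given NPY plus isoproterenol and 100% = isoproterenol alone without NPY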
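Material: HEK293 cells with Y1 receptor plus CNG channel; times: compound incubation 1 h at room temperature, readout 45 min post-stimulation; signal: fluorescence, membrane potential probe; read-out basis: fluorescence ratio normalized to % inhibition between controls; benchmarks: full-block control isoproterenol-only wells, zero-block control NPY plus isoproterenol wells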
* marks the source's active call; other numbers are inactive results; nt = no result given; & = joins results of further samples; [ ] = remark or other dose. A portion of the library; count on the stated rates, not on these rows.

SMILES	CHOP inh	TRPML3 agonist	14-3-3 Bad PPI	PPC-1+TRAIL kill	TRPN1 ag	NPY1 pot ag	PGE2 EP2 inh	EP2 modulator	NPY Y1 blocker
Cc1c(-c2ccccn2)c(=O)[nH]n1-c1ccc(F)cc1	-21.5	0.5	-5.5	43.0	0.3	-10.1	2.5	-6.5	2.6
O=c1c(Cc2c(F)cccc2Cl)c(O)ccn1CCCn1ccnc1	8.4	1.2	-2.8	-18.7	2.5	4.6	8.8	2.9	0.3
CCOC(=O)N1CCN(C(=O)CCN2C(=O)COc3ccc(C)cc32)CC1	-15.0	0.0	2.2[fluorescence artefact?]	17.4	0.4	-0.2	3.0	-11.7	-3.4
CCOC(=O)c1c(N)nn(C(=O)c2ccccc2)c1-c1ccccc1	72.5*	0.0	-1.6	1.6	-0.5	-8.0	6.5	69.9*	3.4
Cc1cc(C)cc(NC(=O)CC2NCCNC2=O)c1 (centres undefined)	25.4	0.2	9.9	11.0	0.5	-10.4	7.3	35.8	0.6
Cc1nn(Cc2ccc([N+](=O)[O-])cc2)c(=O)n1-c1ccc(Cl)cc1	17.1	0.3	-10.6	2.9	1.6	-1.4	6.7	8.9	-0.1
NC(=O)c1ccsc1NC(=O)C1CCCN1S(=O)(=O)c1ccc(Cl)cc1 (centres undefined)	-2.0	-0.1	-4.0	30.9	0.9	-3.0	7.3	5.0	1.2
CC(=O)NCCCc1nc2ccccc2n1Cc1ccc(C)cc1	5.1	0.5	-8.8	-6.0	-0.4	-17.6	19.9	18.7	2.2
CS(=O)(=O)n1nc(C(=O)N2CCOCC2)nc1N	-14.5	0.8	0.9	6.9	0.9	-23.0	2.6&8.8	-1.9&1.8	1.6
CC(=O)C(=Cc1ccc(O)cc1)C(C)=O	-9.6	0.6	1.9	6.4	1.7	-5.7	7.4	-11.9	nt
C/C(=N\NC(=O)c1ccc(NS(=O)(=O)c2cccs2)cc1)c1ccncc1	-0.5	-0.4	-18.6	21.9	-1.3	-6.8	-0.4	9.0	2.7
Cn1c(CN2CCCCC2)c(C#N)c2ccccc21	25.7	0.1	1.2	5.6	-1.2	2.1	5.7	17.8	5.1
CCOc1ccc(NC(=O)N2CCC(n3nnc4ccccc43)CC2)cc1	10.9	-0.2	-27.1	-1.9	0.0	4.8	3.8&4.4	1.9&-8.7	-4.7
CN(C(=O)CSc1nc(O)cc(=O)n1C1CCCC1)c1ccccc1	-3.5	0.5	-4.8	-11.2	-1.0	15.9	5.5	17.7	nt
CC(C)CC(=O)N1CCN(CC2CC=CCC2)CC1 (centres undefined)	18.7	1.1	76.8*	-6.3	0.7	-11.1	7.6	15.8	-5.1
O=C(NCc1ccccc1)N1CCC(n2cnc3cc(F)ccc32)CC1	6.3	-0.7	-5.7	-2.9	1.2	8.5	5.1	5.9	-5.0
Cc1ccc(OCC(=O)N/N=C\c2ccco2)c(C)c1	12.7	-0.6	2.9[fluorescence artefact?]	-5.6	-1.5	25.4	0.5	15.3	7.4
CCOC(=O)c1sc(NC(=O)Cc2c(F)cccc2Cl)nc1C	40.6	-0.1	-4.6	13.4	-0.9	6.1	6.3	22.0	2.3
CC(C)[C@H]1CN=C2N(C[C@H](C)NC(=O)CCC3CCCCC3)[C@H](Cc3ccc(O)cc3)CN21	4.1	nt	-9.4	15.2	nt	nt	5.8	9.6	nt
COc1cc(CC(NC(C)=O)C(=O)NC2CCN(C(=O)C3CC3)CC2)cc(OC)c1 (centres undefined)	-1.8	0.8	-0.7	-1.3	0.9	-10.0	3.2	-2.4	4.7
O=C(NC1=C(Nc2ccc(F)cc2)C(=O)c2ccccc2C1=O)c1ccc(Cl)cc1	-12.4	-1.3	16.4[fluorescence artefact?]	24.1	-2.3	3.8	5.1	-16.2	0.9
CC1CN(C(=O)c2cccs2)CC(C)O1 (centres undefined)	-3.8	0.9	0.3	-4.9	0.1	-10.6	8.5	27.6	-1.1
Cc1nn(-c2ccccc2)c(Cl)c1/C=N/NC(=O)OC(C)(C)C	-1.1	-0.2	-2.2[fluorescence artefact?]	0.5	1.6	10.4	11.1	-16.7	-2.8
O=C(NCCCCc1ccccc1)c1ccc(Br)o1	-9.3	-0.3	8.8	7.7	-2.1	-30.1	9.1	-66.7	10.4
COc1ccc(OCC(=O)Nc2ccc(S(=O)(=O)Nc3cc(C)nc(C)n3)cc2)cc1	15.5	0.3	-1.6[fluorescence artefact?]	0.4	1.9	14.8	12.3	6.8	-3.1
CCOP(=O)(OCC)C(Nc1ccc([N+](=O)[O-])cc1)c1ccc(Cl)cc1 (centres undefined)	-29.7	0.0	2.2	-1.1	-1.2	16.9	6.5	17.6	0.3
CCCCNC(=O)c1cc(C)nn1-c1ccccc1	6.2	0.6	-1.3	9.4	0.1	6.6	7.1	-8.0	nt
COc1ccc(C(=O)Nc2ccc(NS(=O)(=O)c3ccccc3)cc2)cc1OC	-5.7	-0.3	7.3	6.6	0.3	12.2	4.6	-19.7	nt
Cc1nnc2c(-c3ccccc3)nc3ccccc3n12	6.6	0.2	5.1[fluorescence artefact?]	8.1	-1.1	5.0	16.5	13.9	0.2
COC(=O)c1ccc(NC(=O)CSc2nncn2C)cc1	-14.6	0.2	0.7	12.4	-0.1	2.7	7.3	6.0	-1.9
Cc1ccc(C)c2[nH]c(=O)c(CCNC(=O)Cc3cccs3)cc12	-4.6	-0.1	2.4	13.6	0.9	5.2	nt	-8.7	-2.3
COc1ccc(C(=O)c2ccccc2Cl)cc1OC	21.1	-0.1	0.5	19.6	-0.1	0.5	1.0	-2.0	1.2
CCn1c(=O)[nH]c(=O)c2c(N)c(C(=O)c3cc(F)ccc3F)sc21	16.6	2.5	-0.7	14.2	0.8	11.7	6.3	37.2	nt
COc1ccc(/C=C(\C#N)C(=O)OCC(=O)Nc2c(C)cccc2C)cc1	75.4*	0.8	-18.0	13.0	0.8	0.7	6.1	-15.1	-1.2
Cc1cccc(N2C(=O)c3cccc4c(N5CCCCC5)c([N+](=O)[O-])cc(c34)C2=O)c1C	64.7	0.9	-22.4	28.5	0.7	-2.2	10.8	9.2	-7.2
Cc1cc2c(cc1C)N(C(=O)CSc1nncn1C)C(C)(C)c1ssc(=S)c1-2	22.9	-1.7	0.6	29.6	-2.4	27.0	10.7	14.0	-5.2
COc1ccc(NC(=O)C(=O)NCC(=O)Nc2cccc(C(F)(F)F)c2)cc1	54.6	0.3	23.5	3.5	1.9	3.5	2.9	2.1	-0.7
Cc1ccc(S(=O)(=O)N2CCN(C(=O)c3ccc([N+](=O)[O-])cc3)C2)cc1	-5.5	0.0	-3.2	-9.6	0.6	8.9	4.6	14.9	0.9
CCSc1nnc(-c2ccccc2NC(=O)CC)c(=O)[nH]1	-13.2	-0.3	4.1	15.2	-0.5	-5.1	6.4	30.4	5.3
CCC(CO)NCc1sccc1C (centres undefined)	18.5	0.8	-6.0	nt	1.3	10.4	3.4	15.5	1.4
CCCNC(=O)CCn1c(-c2ccc(C)cc2)cc(C(=O)OCC)c1C	27.9	-0.7	5.5[fluorescence artefact?]	-20.8	-1.2	-10.5	6.7	18.7	12.9
Nc1nc(NCc2ccco2)nc(N2CCCC2)c1[N+](=O)[O-]	7.5	-1.0	8.1	13.1	-2.1	3.6	11.1	17.6	nt
NC(=S)Cc1ccccc1Cl	-4.7	0.1	-6.2	-0.3	1.2	2.2	8.8	-1.8	nt
CCC(=O)Oc1ccc2c(c1)OC1(OC(C)=O)OC(C)CC1=C2C (centres undefined)	22.8	0.7	2.1	-1.6	1.0	20.4	7.7	6.6	nt
Cc1cc(O)c(NC(=O)c2cccc([N+](=O)[O-])c2)cc1C	5.9	0.7	-7.2	13.1	0.2	11.0	3.0	4.8	nt
CC(C)N1C(=S)SC(C)(C)C1n1oc(=O)n(-c2cccc(Cl)c2)c1=O (centres undefined)	12.8	0.4	-12.8	18.9	-0.1	-0.1	3.1	12.4	0.4
Cc1ccc(S(=O)(=O)Nc2cc(Cl)c(O)cc2C)cc1	9.4	1.5	-5.4	-10.4	4.3	-15.9	17.6	8.8	-3.7
CS(=O)(=O)N(CC(=O)NCc1ccncc1)C1CCCCC1	43.5	0.9	-6.2	10.7	1.0	12.5	8.4&7.3	-3.3&21.5	3.0

Three entries from above, arranged by the number in TRPML3 agonist, low to high.
molecule | TRPML3 agonist
O=C(NCc1ccccc1)N1CCC(n2cnc3cc(F)ccc32)CC1 | -0.7
CCOP(=O)(OCC)C(Nc1ccc([N+](=O)[O-])cc1)c1ccc(Cl)cc1 (centres undefined) | 0.0
CCC(=O)Oc1ccc2c(c1)OC1(OC(C)=O)OC(C)CC1=C2C (centres undefined) | 0.7

Continuation.
SMILES	CHOP inh	TRPML3 agonist	14-3-3 Bad PPI	PPC-1+TRAIL kill	TRPN1 ag	NPY1 pot ag	PGE2 EP2 inh	EP2 modulator	NPY Y1 blocker
COc1ccc(S(=O)(=O)NCc2ccccn2)c(Cl)c1Cl	21.1	0.2	-9.8	-5.8	-0.2	-6.2	6.9	3.2	-1.1
O=C(CNC(=O)c1ccccc1)NC1(C(=O)NC2CCCCC2)CCCCC1	10.2	0.3	-12.9	10.1	0.1	-3.0	2.0	1.2	-0.9
COc1ccc(S(=O)(=O)N(CC(=O)NCc2ccco2)c2ccccc2)cc1	18.3	0.1	-8.8	-6.3	-1.4	-3.3	9.3	14.4	1.6
COc1ccc(C(=O)Nn2c(SCC(=O)N3CCC(C)CC3)nc3ccccc3c2=O)cc1	29.9	0.2	-0.2	49.3	0.8	-3.1	-0.3	2.6	1.1
COCCCNC(=O)CSC1=Nc2ccccc2C2=NC(CC(=O)NCc3ccccc3)C(=O)N12 (centres undefined)	-16.4	-0.2	15.1	18.7	-0.7	19.2	10.7	-63.5	-4.3
COc1ccc(CCNC(=O)CC2COc3ccccc3O2)cc1OC (centres undefined)	20.8	-0.2	6.0	15.6	-0.3	-19.1	6.2	5.4	0.5
CCN(CC)C(=O)c1sc2nc(-c3ccc(OC)cc3)cn2c1C	5.0	0.6	-5.9	7.8	0.1	13.4	nt	-18.6	11.1
